High-throughput results as filed in PubChem.
HT1080-NT tox: kills 2HG-producing HT-1080-NT fibrosarcoma cells; HT-1080-NT fibrosarcoma viability, CellTiter-Glo ATP luminescence, 48 h; Potency, µM (highest dose often 46.1 µM), inactives show at the top dose activity, negative = less viability, most hits filed as cytotoxic; hit rate 1.6% among 360,000; AID 686970;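 also: NT is the 2HG producing partner of a matched IDH1 knockdown line; potency is read from the fitted curve at half-maximal effect; 0% = DMSO-treated cells and -100% = media-only wells without cells; nearly all actives have a fitted effect of over 55% in size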
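750 cells/well, RPMI + 5% FBS; 2 h settle, compound pin-transfer, 48 h at 37 degrees C. CellTiter-Glo 10 min RT, luminescence. Normalized to DMSO and media-only wells.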
ATXN2 expr inh: ATXN2 expression inhibition. hit rate 0.72% among 360,000. HEK-293 ATXN2-luciferase reporter, luminescence, 24 h. AID 1745845. Potency, µM (series often up to 57 µM), for inactives: at the highest dose activity change, negative = inhibition, actives largely listed as inhibitors; also: potency is read from the fitted curve at half-maximal effect; % is scaled to controls: 0 for no effect and ±100 for the full control effect; nearly all actives have a fitted effect of over 55% in size
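qHTS (up to 57 uM final) was run with 24 h compound exposure of reporter cells at 37 °C. Each well was multiplexed: SteadyGlo luminescence measured ATXN2-luciferase expression after a fluorogenic Gly-Phe-AFC viability readout (25 uM final).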
KB-V1 MDR tox: KB-V1 MDR subline cytotoxicity. KB-V1 MDR cells viability, CellTiter-Glo, 72 h. Potency, µM (doses to about 46.1 µM), inactives show at the highest dose activity change, negative = cytotoxicity, usual class: cytotoxic. hit rate 3.4% among 400,000. AID 1347076; also: potency is read from the fitted curve at half-maximal effect; % is scaled to controls: 0 for no effect and ±100 for the full control effect; nearly all actives have a fitted effect of over 60% in size
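Drug-selected KB-V1 cells, grown in DMEM lacking phenol red with 10% FBS, receive compound titrations; after three days at 37 degrees C, surviving cell ATP is quantified by CellTiter-Glo luminescence and responses normalized and curve-fitted.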
IL1B secr inh: blocks inflammasome-driven IL-1 beta release. AID 743279. hit rate 4.7% among 360,000. activity change, % at 57.5 µM. THP-1 LPS/ATP IL-1B secretion, AlphaLISA, 16 h; hits give low values; in the data active = activity change below about -50%; inconclusive = mostly about -30% to -49%; also: % is scaled to controls: 0 for no effect and ±100 for the full control effect
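THP-1 cells pretreated 1 hr with compounds (up to 57.5 uM final), then stimulated with LPS (250 ng/mL final) plus ATP (1.25 mM final); secreted IL-1B measured by AlphaLISA after 16 hr, decreased signal indicating inhibition.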
HT1080 IDH1KD tx: HT-1080 IDH1 knockdown cell toxicity (counter line); Potency, µM (top dose mostly 46.1 µM), inactives show top-dose activity, negative = toxicity, most hits filed as cytotoxic; hit rate 2% among 360,000; HT-1080 IDH1 knockdown viability, ATP luminescence, 48 h;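 also: potency is read from the fitted curve at half-maximal effect; 0% = DMSO wells and -100% = cell-free medium wells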
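CellTiter-Glo luminescence after 48 h compound exposure at 37 degrees C of IDH1-knockdown HT-1080 cells in 5% FBS RPMI. %Activity scaled between DMSO wells and cell-free media wells, with curves fitted and assigned curve classes.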
MCF10A rerep: inducers of DNA re-replication in MCF 10A breast cells. MCF 10A DNA re-replication, Hoechst nuclear intensity, 48 h. Potency, µM (series often up to 46.1 µM), inactives show at the top dose activity, positive = re-replication, most hits filed as activators. hit rate 2.9% among 350,000. AID 624296; also: potency is read from the fitted curve at half-maximal effect; % of control where 0% means no effect; nearly all actives have a fitted effect of over 50% in size
SW480 rereplic: inducers of DNA re-replication in SW480 colon cancer cells; SW480 DNA re-replication, Hoechst DNA content imaging, 48 h; Potency, µM (top dose mostly 46.1 µM), inactives show at the top dose re-replication activation, usual class: activators; hit rate 1.8% among 340,000; AID 624297; also: potency is read from the fitted curve at half-maximal effect; % of control where 0% means no effect; nearly all actives have a fitted effect of over 55% in size
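Quantitative HTS format with DMSO vehicle controls; 48 hr drug incubation at 37 C, then 40 min Hoechst staining and scanning imager measurement at 405 nm excitation.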
WRN helicase inh: inhibitors of human WRN helicase | Q14191 | WRN helicase unwinding, fluorescent forked duplex, kinetic | Potency, µM (series often up to 114 µM), for the others: top-dose activity change, negative = inhibition, most hits filed as inhibitors | hit rate 0.46% among 360,000 | AID 651768; also: potency is read from the fitted curve at half-maximal effect; % is scaled to controls: 0 for no effect and ±100 for the full control effect; nearly all actives have a fitted effect of over 55% in size
Target sequence (Q14191 whole entry, looked up): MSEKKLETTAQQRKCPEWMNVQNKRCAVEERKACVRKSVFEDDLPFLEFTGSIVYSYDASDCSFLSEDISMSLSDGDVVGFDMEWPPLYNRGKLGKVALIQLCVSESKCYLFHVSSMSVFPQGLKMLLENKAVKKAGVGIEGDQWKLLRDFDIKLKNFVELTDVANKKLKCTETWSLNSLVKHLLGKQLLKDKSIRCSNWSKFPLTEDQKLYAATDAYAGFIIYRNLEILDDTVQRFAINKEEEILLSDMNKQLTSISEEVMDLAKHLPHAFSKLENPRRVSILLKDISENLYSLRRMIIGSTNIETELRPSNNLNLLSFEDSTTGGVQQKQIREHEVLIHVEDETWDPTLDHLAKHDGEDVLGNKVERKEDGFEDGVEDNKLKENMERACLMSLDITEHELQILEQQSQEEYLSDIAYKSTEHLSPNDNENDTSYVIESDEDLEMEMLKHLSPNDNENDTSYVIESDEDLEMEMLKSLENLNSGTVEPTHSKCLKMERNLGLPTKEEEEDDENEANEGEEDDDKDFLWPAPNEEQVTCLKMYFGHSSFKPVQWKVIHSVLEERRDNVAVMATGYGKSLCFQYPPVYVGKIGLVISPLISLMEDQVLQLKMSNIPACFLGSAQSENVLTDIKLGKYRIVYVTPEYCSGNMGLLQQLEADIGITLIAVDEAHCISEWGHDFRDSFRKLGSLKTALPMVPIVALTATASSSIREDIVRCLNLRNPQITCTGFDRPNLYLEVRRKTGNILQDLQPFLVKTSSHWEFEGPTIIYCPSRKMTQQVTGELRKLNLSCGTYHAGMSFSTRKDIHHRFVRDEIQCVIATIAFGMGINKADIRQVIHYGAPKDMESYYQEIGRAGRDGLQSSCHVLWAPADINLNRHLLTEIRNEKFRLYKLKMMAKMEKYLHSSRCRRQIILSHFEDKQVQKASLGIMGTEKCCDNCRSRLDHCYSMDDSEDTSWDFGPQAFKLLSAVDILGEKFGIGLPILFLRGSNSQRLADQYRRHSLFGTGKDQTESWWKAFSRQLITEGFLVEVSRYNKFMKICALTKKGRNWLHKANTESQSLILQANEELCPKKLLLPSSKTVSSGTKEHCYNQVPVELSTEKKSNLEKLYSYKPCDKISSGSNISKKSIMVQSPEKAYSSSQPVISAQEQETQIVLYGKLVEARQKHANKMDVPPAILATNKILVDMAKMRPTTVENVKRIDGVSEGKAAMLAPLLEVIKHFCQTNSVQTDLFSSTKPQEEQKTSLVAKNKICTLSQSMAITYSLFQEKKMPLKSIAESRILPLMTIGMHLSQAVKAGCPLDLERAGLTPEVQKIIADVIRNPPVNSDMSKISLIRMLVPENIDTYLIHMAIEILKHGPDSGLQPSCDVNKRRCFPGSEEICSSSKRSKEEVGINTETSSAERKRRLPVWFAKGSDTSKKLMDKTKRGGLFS
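Screening of the MLSMR collection measured strand separation of a quenched forked DNA duplex (100 nM) by 20 nM WRN with 2 mM ATP, all final. Compounds were preincubated with enzyme 15 min at room temperature.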
KB-3-1 cytotox: kills parental KB-3-1 adenocarcinoma cells | KB-3-1 viability, CellTiter-Glo ATP luminescence, 72 h | Potency, µM (series often up to 46.1 µM), for the others: top-dose activity change, negative = cytotoxic, most hits filed as cytotoxic | hit rate 1.4% among 400,000 | AID 1347075; also: potency is read from the fitted curve at half-maximal effect; % is scaled to controls: 0 for no effect and ±100 for the full control effect; nearly all actives have a fitted effect of over 60% in size
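72 h, 37 °C compound treatment of KB-3-1 parental cells; CellTiter-Glo added, 10 min, luminescence read. Data corrected against DMSO-only plates and normalized before curve fitting.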
Numbers without * were called inactive; ? = inconclusive; . = not tested or not shown; [ ] = dose if it differs, or a comment. Unless noted, calls follow the shape of the dose curve; as a rule, active = well fitted curve in the direction sought with a large enough effect; inconclusive = small, poorly fitted or top-dose-only effect, or another doubt; inactive = no such curve, though single readings can be large; an effect the other way counts as inactive or inconclusive.

Compound | WRN helicase inh | SW480 rereplic | HT1080 IDH1KD tx | MCF10A rerep | ATXN2 expr inh | KB-3-1 cytotox | HT1080-NT tox | IL1B secr inh | KB-V1 MDR tox
C[C@@H](C(=O)N1CCN(c2ccccc2)CC1)N1C(=O)C2CC=CCC2C1=O (stereo partly drawn) | -5.5% | -1.4% | 3.4% | ? | -0.7% | 0.4% | 10.8% | 8.3 | 2.6%
COc1ccccc1C=NN=Cc1ccccc1OC | -11.1% | 0.0% | 10.4% | -2.8% | -0.2% | -0.6% | 18.5% | 18.8 | 8.9%
CCC(=O)Nc1c2c(nn1-c1ccc([N+](=O)[O-])cc1)CS(=O)(=O)C2 | 2.0% | -9.2% | 21.5% | -5.6% | 5.0% | 8.7% | 18.8% | 13.1 | 0.0%
CC(C)=NNc1nc(-c2ccccc2)cs1 | -0.7% | 4.7% | 16.2% | ? | 31.3%[activator] | -2.2% | 4.7% | -2.6 | -2.1%
O=C1c2ccccc2C(=O)N1CCCOCc1c[nH]c(=O)[nH]c1=O | 14.3% | -5.9% | 8.3% | -15.9% | -2.6% | 0.2% | 10.7% | 13.1 | 11.0%
Cc1cccc(NS(=O)(=O)c2cnc[nH]2)c1 | 4.8% | -14.8% | 4.4% | -68.4%[inhibitor] | 1.7% | 2.1% | 11.5% | 7.0 | -1.0%
CC(=O)N(CCP(=O)(c1ccccc1)c1ccccc1)Cc1ccco1 | -17.1% | 0.6% | 6.9% | -0.5% | 15.5% | -7.4% | 4.1% | 0.0 | 0.5%
O=C(O)c1ccc(NC(=O)c2ccc(Cl)cc2)c(NC(=O)c2ccc(Cl)cc2)c1 | -12.8% | -2.1% | -15.0% | ? | 14.0% | 4.8% | -2.0% | 1.2 | 1.8%
CN(NC(=O)c1ccc(Cl)cc1)c1ncc(C(F)(F)F)cc1Cl | -19.0% | -16.5% | 7.9% | 0.1% | -18.3% | -11.7% | -1.4% | 16.8 | 17.7%
Oc1cccc2c(NC(=S)Nc3ccc(SC(F)F)cc3)cccc12 | 3.9% | 4.4% | -13.3% | ? | . | -12.9% | -1.3% | 29.1 | 17.9%
O=C(CN1CCCCCC1)Nc1ccc(S(=O)(=O)N2CCCCC2)cc1 | 1.8% | -16.5% | -13.0% | 19.5% | -12.9% | -4.7% | -5.9% | -59.2* | -21.5%
CC(C)Oc1ccc(C(=O)N2CCC(CCC(=O)NC3CC3)CC2)cc1 | 8.9% | . | 9.5% | . | . | 9.9% | 11.2% | 7.5 | 26.8%
CC(=O)NC1(c2ccccc2)CCN(c2cc(C)nc(-c3ccccc3)n2)CC1 | -7.3% | -26.4% | 0.7% | 4.7% | 7.6% | 0.6% | -6.8% | 0.0 | -11.7%
CCOC(=O)N1CCN(C(=O)Cc2ccccc2OC)CC1 | -4.0% | -16.9% | 14.9% | -0.5% | -15.7% | -5.1% | 8.0% | 15.0 | 6.8%
O=C1C2CC=CCC2C(=O)N1CNc1ccccc1 (stereo not drawn) | -3.7% | -2.8% | 13.3% | 0.4% | 3.5% | 1.5% | 22.4% | 24.7 | 22.1%
CCN(CC)S(=O)(=O)c1cc(C(=O)OCC(=O)Nc2cccc(C)c2C)ccc1F | -26.1% | -1.2% | -1.9% | 2.7% | -1.9% | -2.4% | -1.3% | 0.0 | 0.0%
CCOC(=O)CCNC(=O)CCc1nnc(CCCc2ccccc2)o1 | -11.5% | 0.1% | 0.3% | -1.7% | 29.4% | 8.9% | -2.4% | 28.3 | -18.3%
COCC(=O)n1nc(-c2ccc(Cl)cc2)nc1NCc1ccc(F)cc1 | -1.3% | ? | -12.3% | ? | 17.4% | ? | -28.8% | -2.3 | ?
O=S1c2ccccc2Sc2ccccc21 | 9.9% | -0.4% | 1.1% | 2.3% | 2.6% | 3.9% | -2.3% | 10.1 | -25.4%
Cc1noc(C)c1C(=O)OC(C)C(=O)c1ccc(C(C)(C)C)cc1 (stereo not drawn) | -0.7% | . | 13.6% | . | . | -1.3% | 12.1% | 13.0 | 14.0%
O=C(Nc1ccc([N+](=O)[O-])cc1)/C(=C/c1cccc([N+](=O)[O-])c1)NC(=O)C1CCCCC1 | -6.5% | 20.6% | -17.6% | 10.7% | -7.9% | -13.7% | -6.4% | ? | ?
CSCCC(NC(N)=O)C(=O)NCC1CCCCC1 (stereo not drawn) | 12.9% | -8.3% | -2.0%[9.24 µM] | 0.2% | 3.7% | -6.3% | -3.0% | 18.2 | -18.7%
Cc1ccc(S(=O)(=O)N(CC(=O)N/N=C/c2ccco2)c2cc(Cl)cc(Cl)c2)cc1 | -11.2% | 19.6% | ? | ? | -28.0% | -13.8% | ? | -10.2 | 18.4µM*
Cc1ccc(S(=O)(=O)N2C[C@]3(O)C[C@@H]4C(=O)N(c5ccccc5)C(=O)[C@@H]4C[C@]3(OC(=O)NCc3ccccc3)C2)cc1 | -6.1% | . | 8.1% | . | 4.2% | 13.8% | -1.3% | 1.6 | 8.0%
Cc1onc(-c2ccccc2Cl)c1C(=O)Nc1ncn[nH]1 | -22.6% | -5.4% | 8.3% | -0.9% | -2.7% | 26.6% | 11.9% | 13.4 | 3.9%
COC(=O)c1cccnc1-n1c(=O)c2cccnc2n(Cc2cccc(C(F)(F)F)c2)c1=O | -0.7% | -7.6% | -1.8% | 0.2% | . | -2.5% | 5.9% | 37.6 | -1.0%
CCn1cc(C(=O)NCCCN2CCN(C)CC2)c(=O)c2cc(S(=O)(=O)N3CCc4ccccc4C3)ccc21 | -1.9% | -68.7%[inhibitor] | -4.2% | 2.3% | . | 0.4% | 5.9% | -12.6 | 6.4%
COC(=O)C1CCN(C(=O)Cc2ccccc2OC)CC1 | 7.7% | -12.6% | 8.5% | 2.8% | 4.3% | 16.0% | 22.7% | -4.1 | 6.8%
S=C1N(c2ccccc2)C(c2ccccc2)N2CCCN12 (stereo not drawn) | 1.4% | -0.6% | 0.5% | 13.5% | -22.7% | 8.2% | 6.8% | -5.5 | -1.8%
CS(=O)(=O)Nc1ccc(C(=O)NCCc2ccccc2)cc1 | 1.2% | -9.0% | ? | -5.6% | 24.1% | 2.2% | -1.0% | -1.5 | -6.2%
CCOC(=O)C1=C(c2ccccc2)NC(=O)NC1c1ccc(O)c(Cl)c1 (stereo not drawn) | 2.2% | -1.3% | 13µM* | 0.4% | ? | -9.1% | 11.6µM* | . | -11.7%
CCN(CC)Cc1cc(NC2=NS(=O)(=O)c3ccccc32)ccc1OC(=O)C(C)C | 0.2% | -8.8% | 13.1% | -2.5% | 3.9% | 11.7% | 3.5% | -10.7 | 2.4%
CCC(c1nnc(SCC(=O)Nc2cc(Cl)ccc2C#N)n1C1CCCCC1)N(C)C (stereo not drawn) | -7.0% | 1.6% | -9.0% | -1.7% | . | -11.0% | -2.7% | -10.4 | 0.1%
O=[N+]([O-])c1ccc(N2CCN(c3ccccn3)CC2)c(Cl)c1 | -10.1% | 0.4% | -13.1% | 16.6% | 36.4%[activator] | -17.3% | -19.6% | -58.7* | ?
Cc1ccc(CC2(C)C(=O)Nc3ccc(OC(F)(F)F)cc32)cc1 (stereo not drawn) | -9.9% | . | ? | . | ? | 0.0% | ? | -8.4 | 2.4%
COc1ccccc1NC(=S)NCCc1ccc(F)cc1 | 0.1% | -13.3% | 11.9% | 18.3% | -2.8% | 8.1% | 6.5% | 8.3 | 0.0%
O=C1NC2=C(C(=O)OC2)C(c2ccc(OC(F)(F)F)cc2)N1 (stereo not drawn) | -1.6% | 2.3% | 0.2% | -1.2% | 11.3% | -0.5% | 9.6% | -0.2 | 9.0%
CCc1nc2ccc(C(=O)NCCC(C)C)cn2c1N(CCN(C)C)CC1CC1 | -10.6% | . | -11.1% | . | -2.0% | -0.1% | -10.4% | 0.0 | -7.1%
COc1ccc(C(=O)N/C(=C\c2ccc(-c3cccc([N+](=O)[O-])c3)o2)C(=O)NCCCN2CCOCC2)cc1 | 21.6% | . | ? | . | . | -23.3% | ? | -25.5 | -0.3%
O=C(Cn1c(NCCO)nc2ccccc21)NCCc1ccccc1 | -12.2% | 16.5% | 4.1% | -1.9% | 0.9% | 3.4% | 2.2% | -4.5 | 5.4%
CNC(=O)Cc1csc2ccc(C)cc12 | -0.6% | -17.7% | -0.4% | -1.3% | 0.3% | 5.5% | 0.2% | 11.3 | 17.3%
COc1cc(OC)c(C2=NOC(C(=O)Nc3c(C)nn(CC(=O)N4CCCC4)c3C)C2)cc1Cl (stereo not drawn) | -21.2% | 5.3% | 9.2% | -6.5% | 3.4% | 13.9% | -4.4% | 17.8 | 3.9%

In the list so far, these have an NH in an aromatic ring.
Compound | WRN helicase inh | SW480 rereplic | HT1080 IDH1KD tx | MCF10A rerep | ATXN2 expr inh | KB-3-1 cytotox | HT1080-NT tox | IL1B secr inh | KB-V1 MDR tox
O=C1c2ccccc2C(=O)N1CCCOCc1c[nH]c(=O)[nH]c1=O | 14.3% | -5.9% | 8.3% | -15.9% | -2.6% | 0.2% | 10.7% | 13.1 | 11.0%
Cc1cccc(NS(=O)(=O)c2cnc[nH]2)c1 | 4.8% | -14.8% | 4.4% | -68.4%[inhibitor] | 1.7% | 2.1% | 11.5% | 7.0 | -1.0%
Cc1onc(-c2ccccc2Cl)c1C(=O)Nc1ncn[nH]1 | -22.6% | -5.4% | 8.3% | -0.9% | -2.7% | 26.6% | 11.9% | 13.4 | 3.9%

No enrichment for hits. Share with any hit: about 12%.
